Source: PubChem (Sanford-Burnham Center for Chemical Genomics)
Mdm2-MdmX inh = inhibitors of human Mdm2/MdmX interaction | SaOS-2 split-luciferase Mdm2/MdmX complementation, luminescence | AID 485346 | 330,000 tested, 3% active | inhibition, % at 8 µM | O15151+Q00987;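 active means inhibition of at least 50% at 8 µM in the primary screen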
Target sequence (O15151 whole entry, looked up): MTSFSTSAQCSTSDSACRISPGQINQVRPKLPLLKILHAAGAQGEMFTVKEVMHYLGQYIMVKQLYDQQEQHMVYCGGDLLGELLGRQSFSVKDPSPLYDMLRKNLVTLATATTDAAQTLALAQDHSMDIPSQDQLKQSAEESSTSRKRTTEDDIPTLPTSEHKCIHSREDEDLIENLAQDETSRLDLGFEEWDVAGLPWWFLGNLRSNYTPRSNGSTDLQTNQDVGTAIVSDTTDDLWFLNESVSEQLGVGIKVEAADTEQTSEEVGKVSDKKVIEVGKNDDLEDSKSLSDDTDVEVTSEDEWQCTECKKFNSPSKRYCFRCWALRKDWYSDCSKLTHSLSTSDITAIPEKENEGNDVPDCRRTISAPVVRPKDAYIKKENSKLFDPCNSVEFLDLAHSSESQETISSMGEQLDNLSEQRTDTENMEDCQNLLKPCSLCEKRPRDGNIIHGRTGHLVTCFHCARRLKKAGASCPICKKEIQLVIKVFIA
Target sequence (Q00987 whole entry, looked up): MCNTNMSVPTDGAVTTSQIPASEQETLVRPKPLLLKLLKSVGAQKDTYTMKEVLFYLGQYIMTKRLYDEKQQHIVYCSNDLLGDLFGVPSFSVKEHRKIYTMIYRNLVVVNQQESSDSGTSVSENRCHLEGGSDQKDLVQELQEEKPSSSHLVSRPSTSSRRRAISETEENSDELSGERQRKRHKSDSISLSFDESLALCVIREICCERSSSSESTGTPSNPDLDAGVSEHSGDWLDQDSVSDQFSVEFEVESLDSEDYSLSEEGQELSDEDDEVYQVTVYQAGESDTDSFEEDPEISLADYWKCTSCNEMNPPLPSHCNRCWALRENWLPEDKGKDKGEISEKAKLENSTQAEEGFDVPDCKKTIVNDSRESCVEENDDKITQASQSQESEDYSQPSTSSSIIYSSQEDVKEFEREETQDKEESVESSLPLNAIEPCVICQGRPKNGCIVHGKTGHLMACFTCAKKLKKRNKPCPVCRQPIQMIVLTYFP
TIM10 inh = growth inhibitors of TIM10 yeast strain. 330,000 tested, 1.4% active. S. cerevisiae TIM10 strain growth, BacTiter-Glo luminescence, 24 h. inhibition, % at 10 µM;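 active means inhibition of 40% or more at the single tested concentration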;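 further: wild-type TIM10 isogenic control strain grown at permissive 25 °C; 0% = DMSO yeast wells and 100% = minimal medium wells without yeast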
CHOP UPR activ = activators of apoptotic arm of unfolded protein response (CHOP); AID 449763; CHO-CHOP luciferase reporter, UPR activation, luminescence; percent of tunicamycin response over DMSO baseline; activation, % at 10 µM; 330,000 tested, 0.34% active;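 active means at 10 µM dose, activation of 40% or more, normalized to positive control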;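 further: 100% = tunicamycin at 10 µg/mL and 0% = DMSO alone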
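Dosing – one dose, 10 µM in 0.5% DMSO · System – CHO-CHOP cells, stable luciferase reporter of PERK-eIF2a-CHOP signalling · Input – 500 cells/well · Control set – tunicamycin 10 µg/mL final as positive, DMSO-only wells as negative · Timing – 6 h compound treatment, 37 °C · Measure – % activation vs tunicamycin · Technique – luminescence read with Steady-Glo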
tim10-1 inh = inhibits growth of tim10-1 mutant yeast. inhibition, % at 20 µM. AID 463190. S. cerevisiae tim10-1 ts strain growth, BacTiter-Glo, 24 h. 330,000 tested, 2.2% active;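 active means inhibition of at least 40%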;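 further: mutant grown at 25 °C; 0% = DMSO wells with yeast and 100% = wells holding no yeast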
Jurkat NFkB inh = lowers PMA/ionomycin-induced NF-kB signal in Jurkat cells. AID 435003. PMA/ionomycin-induced NF-kB luciferase reporter, luminescence. 330,000 tested, 0.53% active. inhibition, % at 4 µM; in the data active means inhibition above about 50%
697 NFkB inh = lowers PMA/ionomycin-induced NF-kB signal in 697 B cells | 697 B-cell NF-kB luciferase reporter, 16 h | inhibition, % at 4 µM | 330,000 tested, 0.33% active; in the data active means inhibition above about 35%
UPR XBP1 act = activators of adaptive arm of unfolded protein response (XBP1); activation, % at 20 µM; CHO-XBP1 luciferase reporter, IRE1-XBP1 UPR activation, luminescence; percent of tunicamycin response, DMSO as zero; 330,000 tested, 0.33% active;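 active means versus positive control, 20 µM dose yields 30% or more activation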;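 further: 100% = tunicamycin at 10 µg/mL and 0% = DMSO only wells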
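Signal: luciferase luminescence; Assay system: CHO-XBP1 luciferase reporter cells; Amount: one thousand reporter cells per well; Dosing: 20 µM single concentration, DMSO 1%; Benchmarks: high control tunicamycin 10 µg/mL final, low control DMSO vehicle only; Schedule: 6 h compound exposure at 37 °C, 5% CO2; Evaluation: percent activation relative to tunicamycin reference.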
tim23-1 inh = inhibits growth of tim23-1 mutant yeast. 330,000 tested, 1.3% active. inhibition, % at 20 µM. S. cerevisiae tim23-1 growth, BacTiter-Glo luminescence, 24 h;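 active means growth inhibition of the mutant yeast at or above 50%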;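 further: temperature-sensitive mutant grown at 25 °C; plate controls were DMSO-treated mutant yeast for no effect and medium wells lacking yeast for full effect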
Numbers without * were called inactive.

Sequence of screens: Mdm2-MdmX inh	TIM10 inh	CHOP UPR activ	tim10-1 inh	Jurkat NFkB inh	697 NFkB inh	UPR XBP1 act	tim23-1 inh
> O=c1ccc(/C=C/c2ccccc2)nn1Cc1ccc(Cl)cc1Cl
 : 5.3	-7.1	-2.6	22.4	20.5	-6.2	-0.5	0.9
> CCc1ccc2n(-c3ccc(OC)cc3)c([S-])c(C(=O)Nc3cc(C)cc(C)c3)[n+]2c1
 : 4.4	-3.8	4.1	-4.4	6.9	-11.8	2.9	-11.4
> Cc1ccccc1N1CCN(C2CCCN(C(=O)c3ccccn3)C2)CC1 (stereo not drawn)
 : 6.2	-3.7	-0.9	12.1	7.4	-12.1	-2.2	5.0
> CCn1cc(CN2CCC(C(=O)Nc3ccc(Oc4ccccc4F)cc3)CC2)c(C)n1
 : 23.2	-4.7	1.0	-4.5	32.0	-22.1	-2.0	3.6
> COc1ccc(CNC(=O)CSc2nnc(C(F)(F)F)n2C)cc1
 : -0.6	5.1	1.5	11.1	6.0	12.7	-4.4	-0.2
> O=C(Nc1ccccc1N1CCN(C(=O)c2ccc(Cl)cc2)CC1)c1cc2ccccc2o1
 : 45.7	18.9	4.0	26.9	-13.3	-27.5	3.4	4.2
> Cc1ccc(N2C(=NC(=O)c3ccccc3)SC3CS(=O)(=O)CC32)cc1 (stereo not drawn)
 : 13.6	-1.0	-0.9	-10.8	-4.8	-19.5	-4.6	9.9
> CCOc1ccc(-n2c(C)cc(/C=N/Nc3nc(C)cc(=O)[nH]3)c2C)cc1
 : -5.9	4.8	3.7	12.1	5.3	10.9	3.7	10.3
> Cc1cc(C)cc(NC(=O)CN2C(=O)COc3ccc(S(=O)(=O)N4CCCC4)cc32)c1
 : -6.7	0.3	-0.7	9.0	2.5	3.2	-5.0	11.0
> Oc1ccc(Cl)cc1CNc1nccs1
 : -13.6	-13.7	2.0	-15.3	5.5	-12.2	0.9	16.5
> Cn1cc(/C=C(\NC(=O)c2ccccc2)C(=O)NCCCN2CCOCC2)c2ccccc21
 : 38.0	-18.0	3.7	-4.8	12.5	5.5	-1.3	-5.6
> COCc1cc(=O)[nH]c(Sc2c(-c3ccccc3)c3ccc(Cl)cc3[nH]c2=O)n1
 : 17.4	-4.1	0.7	10.2	4.4	3.9	-1.7	11.3
> CCOC(=O)CCC(NC(=O)c1ccccc1C(=O)NC(CCC(=O)OCC)C(=O)OCC)C(=O)OCC (stereo not drawn)
 : 21.5	-10.5	0.1	-19.0	-17.2	-5.7	-3.5	-5.9
> Cc1cccn2c(=O)c3cc(C#N)c(=NC(=O)c4cccs4)n(CCCOC(C)C)c3nc12
 : 45.4	3.1	4.4	-3.8	4.3	12.1	-4.8	7.1
> CC1(C)CC(=O)C(CO)=C(c2cccc3ccccc23)C1=O
 : 16.0	0.9	-0.1	6.9	-15.8	12.8	-3.5	13.8
> O=S(=O)(c1cccc2nsnc12)N1CCN(c2ccc(F)cc2)CC1
 : 0.7	2.3	0.4	7.6	-17.2	9.0	-2.0	15.9
> COc1ccccc1CNC(=O)Cc1ccccc1
 : 13.3	1.1	0.1	-2.9	-15.6	-23.6	-2.7	6.8
> COc1cc(NC(=O)CCCNC(=O)c2ccc(Cl)cc2)cc(OC)c1
 : -1.2	-10.9	-0.1	-8.0	22.9	-1.0	-4.8	-14.5
> CCc1nc2c(sc3nc4c(cc32)COC(C)(C)C4)c(=O)n1Cc1ccccc1
 : 14.9	-1.0	14.2	7.9	21.3	-64.4	16.1	6.1
> COC(=O)[C@@H](NC(=O)NCCC1=CCCCC1)C(C)C
 : 5.9	49.1*	1.6	10.0	8.1	9.9	-1.9	6.2
> CCC(=NCCc1ccccc1)C1=C(O)CCC1=O
 : 15.0	-3.3	-0.1	-11.7	-8.1	-8.3	-0.8	11.7
> CCOc1ccccc1N(C(=O)Nc1ccc(Cl)cc1)C1=NCCS1
 : -8.7	13.0	-0.8	4.7	5.9	21.1	1.1	6.4
> Cn1c(N)c(C(=O)CSc2nnc(C3CC3)n2Cc2ccccc2)c(=O)[nH]c1=O
 : 14.5	-2.2	1.8	5.6	-6.0	15.8	1.6	-6.0
> Cc1cccc(OCCn2ccnc2)c1
 : -3.0	-16.9	2.3	-24.4	-4.0	-5.4	-3.4	8.5
> COc1ccc(NC(=O)Nc2cccc3c2O[C@H](CN(C)C(=O)Nc2ccccc2)[C@@H](C)CN([C@H](C)CO)C3=O)cc1
 : 16.8	-2.6	-0.6	-2.5	-9.9	13.5	1.6	4.4
> CC(C)(C)C(=O)Nc1cccc(-c2nnc(-c3cccc(NC(=O)C(C)(C)C)c3)o2)c1
 : 42.4	17.4	1.2	3.7	4.9	17.5	0.2	-2.3
> O=C(NNS(=O)(=O)c1ccc(F)cc1)C1CCN(S(=O)(=O)c2ccccc2)CC1
 : 5.6	-5.6	-2.0	8.0	-2.0	10.5	-2.0	4.6
> O=C(CN1CCOCC1)N/N=C/c1ccc(-c2ccc(Br)cc2)o1
 : 21.9	5.7	-1.1	6.8	2.0	-20.7	2.0	1.9
> Cn1[nH]c(=O)c2ccccc2c1=O
 : 5.7	-4.2	-1.1	-1.4	-0.5	7.8	3.3	-8.8
> CC(C)NC(=O)c1ccccc1-c1nc(-c2ccccc2Cl)no1
 : 32.5	9.7	0.7	14.0	4.0	17.8	3.1	19.2
> Cc1cccc(S(=O)(=O)Nc2ccc(-n3c(C)nc4ccccc4c3=O)cc2)c1
 : -8.7	20.4	0.0	16.7	5.1	-13.7	-4.9	8.4
> CCn1cc(CCC(=O)NC2CCCC2)c2ccccc21
 : -3.4	8.9	1.6	-0.1	16.0	8.9	-5.0	1.5
> COc1ccc2c(CC(=O)NC(Cc3ccc(Cl)cc3)C(=O)O)cc(=O)oc2c1C (stereo not drawn)
 : -3.7	-0.8	-2.3	26.7	7.1	3.0	0.2	19.2
> CSCCC(NS(=O)(=O)c1ccc(Br)cc1)C(=O)OCC(=O)NC1CC1 (stereo not drawn)
 : 14.9	-11.1	-3.1	7.0	-2.3	7.2	-1.7	8.0
> COCCCNS(=O)(=O)c1ccccc1
 : -25.2	8.6	0.2	1.7	-5.9	-1.4	-3.7	15.0
> CCOC(=O)N1CCN(CCC(=O)Nc2ccc(OC)cc2OC)CC1
 : 5.4	-27.4	-1.7	-11.2	-3.6	-12.2	-3.1	-51.2
> COc1ccccc1OCC(=O)Nc1ccc(N2CCOCC2)cc1N1CCOCC1
 : -15.7	14.4	-1.9	14.8	-3.4	-2.9	-1.4	29.4
> O=S(=O)(c1ccc2c(c1)CCC2)N1CCNCC1
 : -11.6	-3.8	1.7	-9.6	-3.1	9.6	0.5	2.9
> CCn1c(/C=C\c2ccccc2C)nc2ccccc2c1=O
 : -8.4	21.0	1.9	25.9	1.4	-34.1	7.7	19.3
> O=C(Cn1c(=O)oc2ccccc21)Nc1nc(-c2ccc(Br)cc2)cs1
 : 3.7	-39.8	0.9	-5.0	-6.0	21.5	7.1	0.6
> Cc1cccc(CN2CCN(CC(C)C)C(CCO)C2)n1 (stereo not drawn)
 : 12.5	5.1	-0.3	0.3	-6.5	8.2	0.9	1.6
> COC(=O)c1sc(S(=O)(=O)N2CC(C)OC(C)C2)c(C(=O)OC)c1C (stereo not drawn)
 : 6.2	15.5	-2.0	12.0	-7.9	-1.5	-0.3	32.5
> N/C(=N\OC(=O)c1cccc(Br)c1)c1ccccc1
 : -51.0	83.2*	4.7	65.7*	-112.2	-121.4	-1.9	82.8*
> Fc1cccc(F)c1CN1CCN(c2ncccn2)CC1
 : 22.5	-13.4	-0.1	7.6	-0.8	9.9	-2.5	22.6
> Cc1c(N=Cc2cccnc2)c(=O)n(-c2ccccc2)n1C
 : 20.1	-8.7	-1.8	3.1	-14.1	21.4	-6.2	5.3
> COC(=O)c1ccc(CSc2nnc(NC(=O)C3CC(=O)N(Cc4ccc(C)cc4)C3)s2)cc1 (stereo not drawn)
 : 12.7	10.7	-0.3	5.3	2.9	-1.7	0.9	-4.6
> CN(CC1COc2ccccc2O1)C(=S)Nc1ccccc1 (stereo not drawn)
 : -12.4	21.0	1.8	42.2*	-29.3	-37.3	2.3	35.5
> Cc1ccc(S(=O)(=O)NCC(=O)N(CC(=O)NC2CCCCC2)Cc2ccco2)cc1
 : -4.3	-1.6	-0.7	5.2	-10.4	3.0	-1.0	10.6
> CCOc1ccc(NS(=O)(=O)c2ccc3c(c2)N(C(C)=O)CCS3)cc1
 : -0.7	12.2	0.0	9.0	-0.9	-10.7	-4.8	9.1
> COc1ccc(OC)c(S(=O)(=O)N(C)CC(=O)N2CCCCC2)c1
 : 27.1	6.9	0.7	10.4	18.0	10.5	0.5	14.9
> COc1ccc(C)cc1NC(=O)CCCN1C(=O)CN(C)C1=O
 : -2.0	0.9	0.7	3.0	-3.8	3.5	-0.8	3.7
> CCOC(=O)C1CCN(C(=O)c2ccc(OCC(=O)N3CCOCC3)c(OC)c2)CC1
 : 14.9	1.8	1.0	-10.3	1.2	-11.0	-0.9	-13.0
> CCO[C@@H]1OC(C(=O)NCc2ccccc2)=C[C@H](C2CCCCC2)[C@H]1CCCO
 : 22.3	9.9	1.6	18.2	1.1	7.7	3.1	17.1
> CCC(=O)Nc1c(C)nn(-c2ccc(C)c(C)c2)c1C
 : -26.2	16.5	2.5	-3.8	-3.9	-6.6	-2.4	11.5
> COc1ccc(P(=O)(COc2ccc([N+](=O)[O-])cc2)c2ccc(OC)cc2)cc1
 : -4.0	21.3	-3.0	16.4	3.2	-5.4	-2.5	9.1
> CCOC(=O)c1[nH]c2ccccc2c1N=CN(CC)CC
 : 4.9	-2.2	-2.2	5.6	11.8	15.2	-0.7	9.3

3 compounds picked at random from the list so far, as already listed:
Sequence of screens: Mdm2-MdmX inh	TIM10 inh	CHOP UPR activ	tim10-1 inh	Jurkat NFkB inh	697 NFkB inh	UPR XBP1 act	tim23-1 inh
> Cc1c(N=Cc2cccnc2)c(=O)n(-c2ccccc2)n1C
 : 20.1	-8.7	-1.8	3.1	-14.1	21.4	-6.2	5.3
> Fc1cccc(F)c1CN1CCN(c2ncccn2)CC1
 : 22.5	-13.4	-0.1	7.6	-0.8	9.9	-2.5	22.6
> COc1ccc(C)cc1NC(=O)CCCN1C(=O)CN(C)C1=O
 : -2.0	0.9	0.7	3.0	-3.8	3.5	-0.8	3.7
